DDE Tn7 FP inh – inhibitors of Tn7 peptide binding to human fibrin DD(E); P02675; FP displacement of FITC-Tn7 peptide from fibrin DD(E); 0% = median of compound wells per plate; inhibition, % at 8.3 µM; actives 0.13% (n = 370,000); AID 720508;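 active = inhibition above the mean of compounds falling within the control limits plus 3 SD of them, cut at about 14% in these data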;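 also: 0% = plate median of compound wells and 100% = 10 µM Aha-Tn7 peptide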
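Assay system: human fibrin DD(E) protein / Input: 2 µM fibrin DD(E) / Benchmarks: high control of 10 µM Aha-Tn7 peptide / Measured by: fluorescence polarization of the labelled Tn7 tracer / Medium: Tris buffer with calcium and detergent, pH 7.8 / Timing: 10 min compound pre-incubation, 3 h probe incubation at room temperature / Repeats: one replicate per compound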
PRMT1 FP inh – blocks human protein arginine methyltransferase 1; Q99873; actives 1.3% (n = 370,000); AID 652257; recombinant PRMT1, activity-based probe fluorescence polarization; inhibition, % at 2.79 µM;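 active = inhibition above about 21% made by adding two undisclosed values, limit read from the data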
Target sequence (Q99873 whole entry, looked up): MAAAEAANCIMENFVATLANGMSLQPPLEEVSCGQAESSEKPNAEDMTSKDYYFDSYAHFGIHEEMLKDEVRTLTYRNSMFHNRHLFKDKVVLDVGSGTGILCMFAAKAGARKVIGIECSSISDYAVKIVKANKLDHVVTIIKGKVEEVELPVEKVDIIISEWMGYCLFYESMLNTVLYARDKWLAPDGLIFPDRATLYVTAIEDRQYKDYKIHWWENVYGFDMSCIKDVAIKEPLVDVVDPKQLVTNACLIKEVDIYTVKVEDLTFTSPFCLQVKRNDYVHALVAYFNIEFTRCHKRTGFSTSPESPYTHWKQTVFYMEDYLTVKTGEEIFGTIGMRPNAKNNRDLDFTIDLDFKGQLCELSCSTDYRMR
MBD2 DNA inh – MBD2-methylated oligo binding inhibition; Q9UBB5; TR-FRET, MBD2 binding to methylated oligonucleotide; inhibition, % at 4.4 µM; actives 0.31% (n = 370,000); AID 686964; in the data active = inhibition above about 13%
Tn6 DDE FP – disrupts Tn6 cyclic peptide binding to fibrin D-Dimer-E complex; P02675; actives 0.21% (n = 370,000); Fibrin DD(E) TRITC-Tn6 fluorescence polarization displacement; inhibition, % at 8.3 µM;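 active = inhibition above a per-campaign cutoff: mean of compounds within control limits plus 3 SD, cut at about 15% in these data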;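 also: 0% = median of all compound wells on the plate and 100% = blocking peptide control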
SIAE inh – blocks human sialic acid acetylesterase. Q9HAT2. SIAE FP-Rh probe binding, fluorescence polarization. inhibition, % at 9.66 µM. actives 0.69% (n = 370,000). AID 1053197;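 active = inhibition above a cutoff: mean of compounds within the control limits plus 3 SD of those, cut at about 17% in these data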;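 also: 0% = plate median of compound wells and 100% = probe without SIAE protein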
Target sequence (Q9HAT2 whole entry, looked up): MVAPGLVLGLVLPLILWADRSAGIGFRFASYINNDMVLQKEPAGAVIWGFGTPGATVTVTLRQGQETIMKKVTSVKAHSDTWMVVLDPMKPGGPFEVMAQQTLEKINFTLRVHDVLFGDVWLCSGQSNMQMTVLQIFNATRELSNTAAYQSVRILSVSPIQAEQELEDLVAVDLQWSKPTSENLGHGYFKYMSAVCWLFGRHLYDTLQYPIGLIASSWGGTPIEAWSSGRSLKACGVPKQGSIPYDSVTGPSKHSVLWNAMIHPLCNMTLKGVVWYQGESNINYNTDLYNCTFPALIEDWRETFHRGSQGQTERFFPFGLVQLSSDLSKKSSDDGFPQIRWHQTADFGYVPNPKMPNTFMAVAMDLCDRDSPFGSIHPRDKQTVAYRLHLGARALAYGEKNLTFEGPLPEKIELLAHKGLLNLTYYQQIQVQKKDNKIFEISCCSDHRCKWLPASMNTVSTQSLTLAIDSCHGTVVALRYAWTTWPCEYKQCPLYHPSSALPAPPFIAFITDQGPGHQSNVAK
LEDGF integ inh – blocks HIV-1 LEDGF/p75-dependent DNA integration; TR-FRET IN-LEDGF/p75 DNA integration, Eu/Cy5; actives 0.64% (n = 370,000); inhibition, % at 3.7 µM;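 active = inhibition above the screen-wide mean plus 3 SD, cut at about 13% in these data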;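 also: signal is the Cy5 over europium emission ratio at 671 and 618 nm; 0% = plate median of compound wells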
TCR CD3 inh – human TCR-CD3 binding inhibition; TAMRA-labeled TCR probe fluorescence, biochemical; inhibition, % at 9.4 µM; actives 0.37% (n = 360,000); AID 651800; in the data active = inhibition above about 19%;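 also: recombinant mutant TCR 2C K166C tagged with TAMRA read by polarization; 0% = receptor in buffer alone and 100% = receptor with positive control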
TDP2 absorb – TDP2 (human) inhibition, absorbance primary screen. O95551. recombinant TDP2, T5PNP hydrolysis, p-nitrophenol absorbance 415 nm. inhibition, % at 12.8 µM. actives 0.34% (n = 370,000). AID 720702;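 active = inhibition above the mean of all tested compounds plus 3 SD, set per campaign, cut at about 25% in these data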;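 also: 0% = DMSO with enzyme and 100% = buffer with substrate but no TDP2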
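Material: recombinant human TDP2; quantity: TDP2 enzyme at 120 nM final; medium: Tris-HCl pH 7.5 with MgCl2; compound: single concentration, 12.8 µM nominal, with 1% DMSO; incubation: 2 h enzyme incubation at 37 °C; signal: epi absorbance; measure: percent inhibition; benchmarks: high control without enzyme, low control DMSO plus TDP2; repeats: singlicate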
UHRF1 binding – blocks human UHRF1 binding to methylated DNA; UHRF1 binding to methylated oligo, TR-FRET; inhibition, % at 4.4 µM; AID 687016; Q96T88; actives 0.75% (n = 370,000); in the data active = inhibition above about 21%;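 also: UHRF1 SRA domain binding a hemimethylated CpG hairpin DNA probe; 0% = median of test compound wells and 100% = reference inhibitor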
proKLK7 act – activators of human kallikrein-7 zymogen; P49862; purified proKLK7, EDANS-DABCYL substrate fluorescence; 100% is mature enzyme control, 0% vehicle; activation, % at 7 µM; actives 0.9% (n = 370,000); AID 652039;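 active = activation above the mean of all tested compounds plus 3 SD, computed per campaign excluding outliers beyond control limits, cut at about 13% in these data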
* hit, by the source's call; nt = not tested or not shown.

Below each SMILES – DDE Tn7 FP inh	Tn6 DDE FP	SIAE inh	MBD2 DNA inh	UHRF1 binding	TDP2 absorb	proKLK7 act	PRMT1 FP inh	LEDGF integ inh	TCR CD3 inh
O=C(Nc1cccc(S(=O)(=O)N2CCOCC2)c1)c1cccc(S(=O)(=O)N2CCCCC2)c1
  7.8	-0.3	-10.1	3.9	2.8	1.8	-0.2	1.8	-5.9	-1.4
O=C(CSc1n[nH]c(=O)n1C1CC1)NCc1ccccc1
  1.3	2.3	-11.7	-2.6	-1.9	5.7	-0.1	0.8	-1.1	2.8
CSc1ccccc1NC(=O)c1cnc2sc(C)cn2c1=O
  -11.8	7.3	-4.3	-3.5	0.0	1.6	0.0	0.3	3.0	4.1
Fc1cc(F)cc(-c2c(-c3ccccc3)ncc3ccc(F)cc23)c1
  -6.1	-2.7	-11.1	2.4	-6.0	-3.8	-0.3	0.1	-2.2	5.1
Cc1cc(C)n2nc(SCC(=O)N/N=C/c3ccc(F)cc3)nc2n1
  6.0	-4.3	0.1	3.3	-0.3	6.2	-0.5	-1.8	-2.1	-4.0
CCn1c(SC(C)C(=O)OC)nnc1-c1c[nH]c2ccccc12 (centres undefined)
  3.0	3.0	-3.2	-2.7	-0.4	0.8	-0.1	-4.0	4.5	5.2
COc1ccccc1-c1noc(CCC(=O)Nc2cccc(C(F)(F)F)c2)n1
  3.0	-2.4	-7.2	-7.7	2.8	-7.6	-1.0	0.9	-0.2	5.8
CC(=O)NCc1ccc(S(=O)(=O)NC(C(=O)O)C(C)C)cc1 (centres undefined)
  8.5	16.0*	0.0	-0.3	7.0	-1.7	-0.3	-1.8	-3.0	-0.7
Cc1cc([N+](=O)[O-])ccc1P(=O)(O)c1ccc([N+](=O)[O-])cc1C
  -3.8	-7.8	-2.2	-2.6	13.1	-9.5	-0.2	-3.3	5.1	-3.5
CN(C)S(=O)(=O)Nc1ccccc1C(N)=O
  4.7	-1.0	-5.0	-4.9	-1.0	-1.1	-6.6	-3.0	-1.4	8.7
CN[C@H]1C[C@H]2c3[nH]c4ccc(-c5ccc(OC)cc5)cc4c3CCN2C(=O)[C@H]1[C@H](C)O
  10.2	-7.1	2.9	3.3	-3.0	5.4	-0.8	1.5	-10.8	-0.4
O=C(Cn1c(-c2cncs2)nc2ccccc21)NCc1cccs1
  1.7	-1.8	-0.8	4.3	-0.9	6.8	-0.5	1.6	-1.7	nt
O=C(NCCC(=O)N1CCC2(CC1)NCCc1[nH]cnc12)c1cccc(Br)c1
  2.8	7.1	7.3	0.4	0.5	11.8	0.2	-1.8	0.1	0.1
COc1ccc(N(C(C)C(=O)NN=C2CCCCCCC2)S(C)(=O)=O)cc1 (centres undefined)
  -2.0	3.8	-0.9	0.9	-2.5	-9.6	-0.1	-0.8	0.9	-1.2
O=C(O)CCC(=O)N1CCc2cc(S(=O)(=O)Nc3ccc4c(c3)OCCO4)ccc21
  4.8	11.8	2.1	-0.8	2.0	-6.7	0.1	-1.3	-1.0	4.8
O=C(CCC(=O)Nc1ccccc1)N/N=C/c1ccncc1
  -3.2	-2.4	-1.3	-4.5	-1.6	-0.1	-0.6	-2.5	0.0	8.3
CC1CCCN(C(=O)c2ccc3c(c2)OCCO3)C1 (centres undefined)
  -1.7	5.8	-4.8	-4.0	0.6	3.1	-0.1	-3.1	5.1	-1.4
CC(=O)c1ccc(S(=O)(=O)NCC2(N3CCOCC3)CCCCC2)cc1
  -2.2	-1.4	5.5	-1.7	2.8	-0.6	0.1	-2.1	-3.9	-5.7
O=c1[nH]c(=S)c2ncn(-c3ccccc3)c2[nH]1
  0.9	-4.2	8.1	-6.6	-0.6	8.2	-0.2	2.7	-1.0	-11.9
COP(=O)(OC)c1ccc(NCc2cc(O)ccc2O)cc1
  -6.4	4.0	-2.3	-1.8	2.2	-5.3	1.4	21.5*	19.9*	5.5
Cc1ccc(OCC(O)CN2CCN(CCO)CC2)c(C)c1 (centres undefined)
  -9.3	4.3	4.2	0.1	0.1	8.4	0.2	2.5	0.7	6.5
Cc1cc(Br)ccc1NC(=O)CN1C(=O)CCC1=O
  -1.0	5.0	8.4	1.7	-1.3	-7.0	-0.2	2.0	2.4	-3.2
CS(=O)(=O)c1ccc(SCC(=O)NC2CCS(=O)(=O)C2)c([N+](=O)[O-])c1 (centres undefined)
  0.5	-7.8	5.9	-2.2	1.0	8.6	-1.2	6.9	6.7	3.9
C/C(=N\NC(=O)c1cccc(S(=O)(=O)N2CCOCC2)c1)c1ccc(O)cc1
  -2.2	3.0	5.4	-4.5	-2.5	-2.2	0.0	-1.6	4.9	7.8
Cc1ccc(F)cc1NC(=O)CSc1n[nH]c(N)n1
  4.6	2.3	10.7	1.0	-1.3	-0.7	0.1	-0.3	-2.2	-1.7
Cc1c(/N=C/c2ccco2)n(Cc2ccccc2)c2ccccc12
  -3.7	-4.0	2.3	-1.4	0.3	2.1	0.4	0.1	2.1	9.2
COc1ccc2c(CC(=O)Nc3c(C)n(C)n(-c4ccccc4)c3=O)coc2c1
  -8.9	0.4	2.6	-5.6	1.5	0.2	-0.9	-1.5	-4.8	-2.7
O=C(NC1CCCC1)C(c1ccco1)N(Cc1ccccc1)C(=O)c1csnn1 (centres undefined)
  1.3	-0.9	1.1	3.5	-1.0	8.7	-0.4	0.6	-2.2	-0.6
O=C(CCS(=O)(=O)c1ccccc1Cl)NC1CCCCCC1
  -1.3	3.5	4.9	-1.2	-0.5	1.2	-0.1	1.5	-2.3	-15.1
Cc1ccc2c(c1)CCCO[C@]21O[C@H](CCO)C[C@H](O)[C@H]1O
  7.3	3.0	-0.2	-7.8	-1.6	-4.0	0.5	1.6	-7.8	5.4

Among those listed so far, 2 contain a COOH group.
Below each SMILES – DDE Tn7 FP inh	Tn6 DDE FP	SIAE inh	MBD2 DNA inh	UHRF1 binding	TDP2 absorb	proKLK7 act	PRMT1 FP inh	LEDGF integ inh	TCR CD3 inh
CC(=O)NCc1ccc(S(=O)(=O)NC(C(=O)O)C(C)C)cc1 (centres undefined)
  8.5	16.0*	0.0	-0.3	7.0	-1.7	-0.3	-1.8	-3.0	-0.7
O=C(O)CCC(=O)N1CCc2cc(S(=O)(=O)Nc3ccc4c(c3)OCCO4)ccc21
  4.8	11.8	2.1	-0.8	2.0	-6.7	0.1	-1.3	-1.0	4.8

Further entries follow:
Below each SMILES – DDE Tn7 FP inh	Tn6 DDE FP	SIAE inh	MBD2 DNA inh	UHRF1 binding	TDP2 absorb	proKLK7 act	PRMT1 FP inh	LEDGF integ inh	TCR CD3 inh
CCN(CC)C(=O)C(=O)N/N=C/c1ccc(C(=O)OC)cc1
  8.9	5.6	-4.2	-4.7	-3.5	7.6	-0.5	-1.7	2.4	-0.6
COC(=O)C1=C(C)C(c2ccc(OC)cc2)NC(=O)N1 (centres undefined)
  1.1	7.6	-4.2	-3.0	1.2	-3.1	0.2	-3.0	-2.7	4.1
O=C(O)c1cc(N/N=C/c2ccc3c(c2)OCO3)ccc1Cl
  2.3	-2.3	-0.9	1.5	1.6	0.9	0.4	12.7	-2.1	-1.2
CCOC(=O)c1nnc2ccnn2c1N
  -3.4	-0.4	-0.4	1.4	-4.4	2.4	1.0	-5.6	2.2	2.2
CN1C[C@@H]2C(c3ccccc3)C3(c4ccc(C#N)cc4)CC2(C3)[C@H]1c1ccccc1 (some centres undefined)
  -1.0	4.5	1.7	-2.3	3.2	-8.7	0.3	9.3	2.0	1.1
O=C(c1ccc(S(=O)(=O)N2CCCCC2)cc1)N1CCN=C1SCc1cccnc1
  -5.0	-1.8	0.0	0.4	1.1	-2.4	-0.7	-2.8	2.8	-0.3
CC(=O)N(C)c1cccc([N+](=O)[O-])c1
  -2.5	-4.9	0.4	-0.5	-1.4	-7.3	0.2	0.0	-0.3	4.1
COc1ccc(-c2n[nH]c(=S)n2Cc2ccccc2)cc1OC
  0.4	-0.8	2.1	1.3	9.7	-1.1	-0.4	-0.3	0.9	0.8
O=C(CCCc1ccccc1)NCc1ccc2c(c1)OCO2
  3.8	8.3	-1.4	3.4	-1.5	-1.1	-0.5	3.7	-2.0	3.3
COc1cccc(NC(=O)c2ccccc2Br)c1
  4.6	0.4	-0.3	-0.4	-0.5	-4.2	-0.5	2.2	-0.7	5.3
COc1ccc(-c2nnc(NC(=O)Cc3ccccc3)o2)cc1
  -0.6	-0.1	-1.5	-1.9	0.5	-0.6	0.3	1.6	-0.2	2.1
CCC(=O)/C=C1/Sc2ccccc2N1CC
  5.3	-2.6	10.2	-5.0	-3.2	2.1	0.2	28.6*	4.7	-5.9
CC1=C(C(=O)Nc2ccccn2)C(c2ccc3c(c2)OCO3)C2=C(CC(C)(C)CC2=O)N1 (centres undefined)
  4.8	1.6	0.0	-3.7	1.4	6.9	2.8	0.6	0.0	2.0
Cc1ccccc1CN1CCCOCCS1(=O)=O
  -6.8	-3.2	2.9	-1.2	-0.1	2.0	0.2	-0.7	-2.2	0.4
COc1cccc(C(=O)N(CN2CCCC2=O)c2ccccc2OC)c1
  -0.4	-11.4	-3.0	6.6	6.7	-16.7	-0.3	5.5	-4.7	-7.8
COCCCNc1nc2c(c(=O)[nH]c(=O)n2C)n1CCCc1ccccc1
  -0.7	-4.2	2.7	-1.3	2.9	-7.4	-0.5	0.7	-2.3	-1.7
O=C(NCCC1=CCCCC1)C1CCN(C(=O)Nc2ccccc2)CC1
  -6.2	3.5	0.0	0.7	1.2	8.3	-0.4	1.2	-1.6	0.8
CCOc1c(Br)cc(C(N)=O)cc1OCc1ccccc1
  1.7	-3.6	-4.0	2.6	1.0	2.7	-0.4	0.3	-1.5	-1.1
CCC(=O)c1ccc(OCC(O)CN(C)C2CCCCC2)cc1 (centres undefined)
  5.8	-5.2	0.8	2.6	1.9	3.9	0.9	0.1	1.4	2.1
O=C(CSc1nnc(-c2ccc(C(F)(F)F)cn2)o1)Nc1ccccc1Cl
  3.3	5.2	6.6	0.8	-2.6	6.9	0.0	-4.8	-3.1	-8.3
O=C(Nc1cccc(NC(=O)c2ccc(Br)cc2)c1)c1ccccc1
  3.3	-5.0	1.9	-5.6	1.7	-6.8	-0.3	-0.7	7.3	-4.4
O=[N+]([O-])c1nccn1C1C=CC(O)C(CO)O1 (centres undefined)
  -3.8	-3.5	2.0	-0.7	-9.9	8.5	-0.7	5.7	3.1	14.9
CCCCC(=O)Nc1ccc(S(=O)(=O)N2CCCCC2c2cccnc2)cc1 (centres undefined)
  1.0	-4.4	-5.2	-4.5	-0.5	1.3	0.0	-7.6	2.0	2.5
O=C(CNC(=O)c1ccc(Br)cc1)NCC(=O)OCC(=O)c1ccccc1
  8.9	5.0	1.3	0.4	2.0	-0.3	0.7	1.6	-1.3	-0.1
Cc1cc(Cl)c(S(=O)(=O)N/N=C/c2ccc3c(c2)OCO3)c(Cl)c1
  -5.0	1.7	4.1	-2.6	-6.2	-4.7	0.4	0.3	1.0	3.1
